# Growth percent in the NCI-60 one-dose screen (48 h, 10 µM unless noted): 100 = growth as untreated, 0 = no growth, -100 = all killed.
# HCT-15 – HCT-15 colon cancer. actives 5.2% (n = 82,000)
# SW-620 – SW-620 colon cancer. actives 5.2% (n = 82,000)
# COLO 205 – COLO 205 colon cancer; actives 7.3% (n = 79,000); AID 1794742
# NCI-H226 – NCI-H226 lung cancer; actives 3.5% (n = 79,000); AID 1794732
# HT29 – HT29 colon cancer. actives 7.4% (n = 81,000)
# HCT-116 – HCT-116 colon cancer | actives 7.3% (n = 82,000) | AID 1794798
# NCI-H322M – NCI-H322M lung cancer; actives 2.7% (n = 80,000); AID 1794733
# NCI-H460 – NCI-H460 lung cancer; actives 6.8% (n = 82,000); AID 1794736
# KM12 – KM12 colon cancer cells; actives 5% (n = 82,000); AID 1794800
# Numbers without * were called inactive; / = no result given; & = joins results of further samples. How the source made its calls: active means growth percent below 10; inactive means the rest.
cpd	canonical_smiles	HCT-15	SW-620	COLO 205	NCI-H226	HT29
1	COc1ccc(-c2csc(N/N=C/c3cccs3)n2)cc1	58	105	112	70	92
2	Cc1cc(C)cc(/C=N/NC(=O)c2ccc(-n3cc(-c4ccccc4)nn3)cc2)c1	98	103	98	91	105
3	O=[N+]([O-])c1ccc(OCc2ccccc2)c([N+](=O)[O-])c1	109	103	114	/	101
4	COc1ccc(C(=O)c2ccc(Cl)cc2)c(OC)c1OC	111	101	/	104	109
5	CCCCCCCCCC1OC(C)C(C)O1 (stereo not drawn)	104	100	97	96	97
6	CN(CCC#N)c1ccc(/C=C2\NC(=O)NC2=O)cc1	104	100	96	97	82
7	Cc1ccc2ccc(C#N)cc2c1O	102	116	114	94	105
8	O=[N+]([O-])c1ccc(/C=N\NC(=S)N/N=C/c2ccc([N+](=O)[O-])cc2)cc1	104&121	102&104	116&117	88&104	101&119
9	S=C(NCc1ccco1)NCc1ccco1	106	105	120	/	113
10	O=S(=O)(NCCCNc1nccc(-c2c(-c3ccc(F)cc3)nc3sccn23)n1)c1ccc(C(F)(F)F)cc1	48	101	73	69	34

cpd	HCT-116	NCI-H322M	NCI-H460	KM12
1	72	97	89	82
2	99	94	107	103
3	91	/	101	94
4	105	117	101	104
5	117	105	104	98
6	91	103	98	101
7	93	/	106	105
8	96&101	93&126	104&107	104&107
9	113	129	100	102
10	51	89	65	58

# Following part:
cpd	canonical_smiles	HCT-15	SW-620	COLO 205	NCI-H226	HT29
11	O=[N+]([O-])c1cc2ccccc2c(O)c1O	106	106	119	99	103
12	Cc1ccc(N2CCN(CC(O)COc3ccccc3Cl)CC2)cc1 (stereo not drawn)	99	104	103	99	95
13	O=[N+]([O-])c1ccc(/C=c2\sc3scc(-c4ccc([N+](=O)[O-])cc4)[n+]3\c2=C/c2ccc([N+](=O)[O-])cc2)cc1	94	92	108	101	114
14	C/C(=C(/c1ccccc1)c1ccc(N2C(=O)c3cccc4c(NCCO)ccc(c34)C2=O)cc1)c1ccccc1	100	109	90	79	97
15	CC(C)CSc1ncnc2nc[nH]c12	97	104	101	85	100
16	C=CCC(=O)N[C@@H](Cc1ccc(-c2cc(Cl)cc(Cl)c2)cc1)[C@@H](O)[C@H](O)C(=O)O	101	108	97	99	92
17	COc1ccc(/C(C)=C(\c2ccc(O)cc2)c2ccc(OCCN3CCCCCC3)cc2)cc1	93	95	114	102	111
18	O=C1NC(=S)S/C1=C\c1cn(-c2ccccc2)nc1-c1ccc([N+](=O)[O-])cc1	10	22	12	13	15
19	CCCCCOC(=O)c1ccc(NC(=O)CNCC(C)C)cc1	87	98	/	85	81
20	O=C1/C(=C/c2ccc(Cl)cc2)N=C2SC3C(=NNC3c3ccc(Cl)cc3)N12 (stereo not drawn)	103	58	71	93	23

cpd	HCT-116	NCI-H322M	NCI-H460	KM12
11	106	117	102	108
12	97	126	113	99
13	88	107	97	90
14	90	99	107	89
15	109	103	97	106
16	73	94	102	103
17	113	94	105	108
18	5.0*	30	9.8*	24
19	85	92	103	104
20	47	91	56	84

# (continued)
cpd	canonical_smiles	HCT-15	SW-620	COLO 205	NCI-H226	HT29
21	COc1cc2c(c(OC)c1OC)C1(NCC2)C(=O)Nc2ccccc21 (stereo not drawn)	101	92	117	100	94
22	CSc1ccc(CNc2ccc(N3CCOCC3)c(C(=O)O)c2)cc1	100	111	101	99	107
23	CCn1c2ccccc2c2cc(C3CC3)ccc21	103	98	110	100	100
24	CC1=C(C(=O)Nc2ccc(F)cc2)C(c2ccccc2)C2=C(CC(C)(C)CC2=O)N1 (stereo not drawn)	78	90	99	85	96
25	COc1ccc(CSc2nc3ccc(C)cc3c(=O)n2-c2ccc(OC)cc2)cc1	107	104	113	105	118
26	CCN(CC)CCOc1ccc2ccc(=O)oc2c1	104	101	102	106	102
27	COc1ccc2nc(SCC(=O)NCc3ccccc3)[nH]c2c1	101	95	106	83	103
28	COc1ccc(-n2c(-c3csc(N)n3)n[nH]c2=S)cc1	104	103	/	/	101
29	N#CC1c2ccccc2C=CN1C(=O)c1ccccc1 (stereo not drawn)	104&111	103&95	157&126	89&103	107&112
30	COC(=O)c1ccc(NC(=O)c2ccc(-c3cccc([N+](=O)[O-])c3)o2)cc1	101	101	108	74	103

cpd	HCT-116	NCI-H322M	NCI-H460	KM12
21	98	93	80	95
22	90	104	116	106
23	101	105	97	100
24	74	96	73	85
25	117	108	104	109
26	100	88	110	103
27	90	90	92	97
28	98	94	111	101
29	92&107	103&105	99&106	92&107
30	96	94	101	102

# Continuation:
cpd	canonical_smiles	HCT-15	SW-620	COLO 205	NCI-H226	HT29
31	O=[N+]([O-])c1cccc(-c2csc(Nc3nc(-c4ccncc4)nc(C(Cl)(Cl)Cl)n3)n2)c1	108	99	109	96	108
32	O=S1(=O)OC(c2cc(Cl)c(O)c(Br)c2)(c2cc(Cl)c(O)c(Br)c2)c2ccccc21	105	100	115	104	102
33	O=C(c1cc(Br)c(O)c(Br)c1)c1ccccc1C(=O)c1cc(Br)c(O)c(Br)c1	97	/	110	91	98
34	CCC(=O)NCCNc1nccc(Nc2ccc(S(=O)(=O)Nc3ccccn3)cc2)n1	103	104	109	97	98
35	CCOc1c(C#N)c(=Nc2ccc(S(N)(=O)=O)cc2)c(C#N)c2n1CC(c1ccccc1)=NN2	98	101	109	91	110
36	COc1cc(OC)c(-c2nc3ccccc3s2)c(OC)c1	98	101	112	78	114
37	Cn1ncc2ccc(-c3nc(-c4ccccc4)[nH]c3-c3n[nH]c(=O)n3C3CC3)cc21	100	100	109	98	87
38	O=C(O)C(O)C(O)C(OC1OC(CO)C(O)C(O)C1O)C(O)CO (stereo not drawn)	106	115	108	/	112
39	CCCCOCCOC(=O)c1ccc(Cl)cc1	111	109	114	94	117
40	COc1cccc(OCC(O)CN2CCN(c3cccc(C)c3)CC2)c1 (stereo not drawn)	108	98	112	96	104

cpd	HCT-116	NCI-H322M	NCI-H460	KM12
31	99	100	105	102
32	97	112	105	106
33	112	94	103	102
34	95	94	111	101
35	103	93	101	99
36	89	95	96	97
37	86	111	99	99
38	103	122	109	109
39	110	113	104	107
40	99	106	104	102

# Later entries.
cpd	canonical_smiles	HCT-15	SW-620	COLO 205	NCI-H226	HT29
41	COc1ccc(Sc2cncc(NC3CCCCCC3)n2)cc1	89	100	92	89	110
42	Cc1cc2c(-c3nc4ccc(Cl)cn4c3N)c(O)c(O)cc2c(O)c1-c1c(C)cc2c(-c3nc4ccc(Cl)cn4c3N)c(O)c(O)cc2c1O	61	102	31	74	52
43	S=C(N/N=C/c1ccccn1)Nc1ccccn1	24	33	9.1*	12	10
44	Cc1cc(C)n(Cc2ccc(Cl)cc2Cl)c(=O)c1C#N	101	106	129	102	118
45	Cc1cc2nc(NC(=O)CN3CCN(CCN4C(=O)c5cccc6cccc(c56)C4=O)CC3)sc2cc1C	81	96	100	89	52
46	O=Cc1cn[nH]n1	111	112	115	112	95
47	Oc1ccc(/C=N/Nc2c3ccccc3nc3ccccc23)cc1	102	100	104	84	98
48	O=C1NC(=O)[C@@H](CC(=O)n2c(-c3ccccc3)nc3ccccc32)N1	103	103	95	94	111
49	O=c1[nH]c2cc(Cl)ccc2n1C1CCN(c2ccc3nnc(Cl)n3n2)CC1	97	93	107	87	93
50	Cc1ccc(C2CC(c3ccc(Nc4nc(NCCO)nc(Nc5ccc(Cl)cc5)n4)cc3)=NN2c2cc(Cl)cc(Cl)c2)cc1 (stereo not drawn)	99	101	/	/	107

cpd	HCT-116	NCI-H322M	NCI-H460	KM12
41	96	/	98	99
42	30	83	32	37
43	1.2*	22	2.6*	30
44	101	99	98	101
45	75	85	92	93
46	107	122	113	117
47	98	102	98	99
48	98	103	103	101
49	106	88	100	96
50	103	85	99	103

# Continued:
cpd	canonical_smiles	HCT-15	SW-620	COLO 205	NCI-H226	HT29
51	CCOC(=O)C1CCC(=O)C=C1C (stereo not drawn)	101	109	113	115	90
52	CN1C(=S)N2CN3CCCN(C3)CN3C(=S)NC1C32 (stereo not drawn)	103	97	121	97	99
53	CCOC(=O)/C(N=Nc1c(C(=O)O)ccc2c1C(=O)c1ccccc1C2=O)=C(\C)O	107	101	111	100	108
54	CC1=C(C(=O)Nc2ccccc2)C(c2ccc3ccccc3c2)n2c(nc3ccccc32)N1 (stereo not drawn)	40	9.2*	112	84	69
55	Cc1cccc(-c2nnc(-c3nc4ccccc4nc3Cl)o2)c1	91	104	106	96	112
56	CCCCCC(=O)OC1CCC(C(C)C)CC1 (stereo not drawn)	103	105	110	106	102
57	COc1ccc(Cn2c(-c3nonc3NC(C)=O)nc3ccccc32)cc1	86	84	91	79	94
58	CC(C)N1CN2C(=O)N3CN(C(C)C)CN4C(=S)N(C1)C2C34 (stereo not drawn)	103	105	111	/	94
59	CNC(=O)c1cc(Oc2ccc3c(c2)sc2nc(-c4ccc(C(F)(F)F)cc4)cn23)ccn1	58	82	66	66	67
60	Cn1ncc2ncc(-c3ccc4ncnc(N5CCc6cc(F)c(Cl)cc65)c4c3)cc21	85	91	107	91	79

cpd	HCT-116	NCI-H322M	NCI-H460	KM12
51	97	105	116	105
52	106	108	106	103
53	106	/	106	105
54	-36*	66	-45*	69
55	103	103	99	85
56	103	108	108	97
57	74	91	88	89
58	87	88	108	97
59	48	93	69	77
60	81	84	97	98

# Ordered by number of heavy atoms (rising): part of the list above.
cpd	canonical_smiles	HCT-15	SW-620	COLO 205	NCI-H226	HT29
46	O=Cc1cn[nH]n1	111	112	115	112	95
51	CCOC(=O)C1CCC(=O)C=C1C (stereo not drawn)	101	109	113	115	90
56	CCCCCC(=O)OC1CCC(C(C)C)CC1 (stereo not drawn)	103	105	110	106	102
52	CN1C(=S)N2CN3CCCN(C3)CN3C(=S)NC1C32 (stereo not drawn)	103	97	121	97	99
44	Cc1cc(C)n(Cc2ccc(Cl)cc2Cl)c(=O)c1C#N	101	106	129	102	118
58	CC(C)N1CN2C(=O)N3CN(C(C)C)CN4C(=S)N(C1)C2C34 (stereo not drawn)	103	105	111	/	94
55	Cc1cccc(-c2nnc(-c3nc4ccccc4nc3Cl)o2)c1	91	104	106	96	112
47	Oc1ccc(/C=N/Nc2c3ccccc3nc3ccccc23)cc1	102	100	104	84	98
48	O=C1NC(=O)[C@@H](CC(=O)n2c(-c3ccccc3)nc3ccccc32)N1	103	103	95	94	111
49	O=c1[nH]c2cc(Cl)ccc2n1C1CCN(c2ccc3nnc(Cl)n3n2)CC1	97	93	107	87	93
53	CCOC(=O)/C(N=Nc1c(C(=O)O)ccc2c1C(=O)c1ccccc1C2=O)=C(\C)O	107	101	111	100	108
60	Cn1ncc2ncc(-c3ccc4ncnc(N5CCc6cc(F)c(Cl)cc65)c4c3)cc21	85	91	107	91	79

cpd	HCT-116	NCI-H322M	NCI-H460	KM12
46	107	122	113	117
51	97	105	116	105
56	103	108	108	97
52	106	108	106	103
44	101	99	98	101
58	87	88	108	97
55	103	103	99	85
47	98	102	98	99
48	98	103	103	101
49	106	88	100	96
53	106	/	106	105
60	81	84	97	98

cpd	canonical_smiles	HCT-15	SW-620	COLO 205	NCI-H226	HT29
59	CNC(=O)c1cc(Oc2ccc3c(c2)sc2nc(-c4ccc(C(F)(F)F)cc4)cn23)ccn1	58	82	66	66	67
45	Cc1cc2nc(NC(=O)CN3CCN(CCN4C(=O)c5cccc6cccc(c56)C4=O)CC3)sc2cc1C	81	96	100	89	52
50	Cc1ccc(C2CC(c3ccc(Nc4nc(NCCO)nc(Nc5ccc(Cl)cc5)n4)cc3)=NN2c2cc(Cl)cc(Cl)c2)cc1 (stereo not drawn)	99	101	/	/	107
42	Cc1cc2c(-c3nc4ccc(Cl)cn4c3N)c(O)c(O)cc2c(O)c1-c1c(C)cc2c(-c3nc4ccc(Cl)cn4c3N)c(O)c(O)cc2c1O	61	102	31	74	52

cpd	HCT-116	NCI-H322M	NCI-H460	KM12
59	48	93	69	77
45	75	85	92	93
50	103	85	99	103
42	30	83	32	37

# An excerpt from above, reduced to SW-620, NCI-H322M and COLO 205:
nr | molecule | SW-620 | NCI-H322M | COLO 205
59 | CNC(=O)c1cc(Oc2ccc3c(c2)sc2nc(-c4ccc(C(F)(F)F)cc4)cn23)ccn1 | 82 | 93 | 66
60 | Cn1ncc2ncc(-c3ccc4ncnc(N5CCc6cc(F)c(Cl)cc65)c4c3)cc21 | 91 | 84 | 107

# Continued.
cpd	canonical_smiles	HCT-15	SW-620	COLO 205	NCI-H226	HT29
61	Cn1cc(-c2nn3cc(-c4cccnc4)nc3s2)c2cc(F)ccc21	60	80	83	75	67
62	O=C(CCCC(=O)Nc1ccccc1O)Nc1ccc(N2CCN(c3ccccc3)CC2)cc1	104	107	111	99	98
63	COc1ccc(CNC(=O)[C@H](O)[C@@H](N)Cc2ccccc2)cc1OC	101	103	120	103	113
64	Cc1nnc(Nc2nc(O)c(C3=c4cc(OC(F)(F)F)ccc4=NC3=O)s2)s1	105	112	109	104	100
65	Nc1c(C(=O)Nc2cccc(Cl)c2)sc2nc3c(cc12)C(O)CCC3 (stereo not drawn)	19	44	5.9*	62	/
66	O=C(C[C@]1(O)C(=O)Nc2ccccc21)c1ccc(O)cc1O	98	86	103	88	106
67	CC(C)(C)n1nnnc1C(Nc1cccc2c1OCO2)c1cc2cccc3ccc4cccc1c4c32 (stereo not drawn)	71	89	103	82	81

cpd	HCT-116	NCI-H322M	NCI-H460	KM12
61	91	88	94	76
62	99	99	105	101
63	99	99	105	101
64	102	88	111	93
65	19	62	11	27
66	94	90	93	89
67	63	96	89	95
